Screens as filed in PubChem BioAssay.
GPR151 ag – activators of human GPR151. Q8TDV0. PathHunter beta-arrestin GPR151 cells, luminescence. activation, % at 11.2 µM. 650,000 tested, 1% active. AID 1508602; in the data active = activation above about 4.9%;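 note: 0% = median of compound wells and 100% = cells with positive control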
Target sequence (Q8TDV0 whole entry, looked up): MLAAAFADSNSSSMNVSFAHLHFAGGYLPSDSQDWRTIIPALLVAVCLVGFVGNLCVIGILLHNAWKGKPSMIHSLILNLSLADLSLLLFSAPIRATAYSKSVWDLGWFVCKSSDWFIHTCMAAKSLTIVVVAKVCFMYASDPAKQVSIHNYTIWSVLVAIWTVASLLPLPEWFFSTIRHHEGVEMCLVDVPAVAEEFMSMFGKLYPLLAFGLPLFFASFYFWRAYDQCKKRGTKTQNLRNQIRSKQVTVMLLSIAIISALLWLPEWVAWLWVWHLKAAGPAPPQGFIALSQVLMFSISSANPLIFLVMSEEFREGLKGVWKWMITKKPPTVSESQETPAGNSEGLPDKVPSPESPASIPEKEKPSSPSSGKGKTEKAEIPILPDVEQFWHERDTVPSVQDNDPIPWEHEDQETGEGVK
FBW7 activator – activators of human E3 ligase FBW7. Q969H0. AlphaScreen FBW7–phospho-cyclin E peptide binding, activator screen. normalized activity (activation), % at 26.1 µM. 650,000 tested, 0.13% active. AID 1259310; in the data active = normalized activity above about 1.9%;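 note: purified mutant Fbw7 with reduced substrate affinity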
TEAD-YAP block – TEAD-YAP interaction inhibition | HEK-TIYL cells, TEAD-Gal4/YAP UAS-luciferase luminescence | 640,000 tested, 1.4% active | inhibition, % at 9.12 µM; in the data active = inhibition above about 32%;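 note: 0% = median of test compound wells and 100% = reference inhibitor wells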
MITF inh – inhibitors of human MITF | AID 1259374 | AlphaScreen MITF homodimerization, bead proximity signal | inhibition, % at 2.6 µM | O75030 | 650,000 tested, 0.91% active; in the data active = inhibition above about 50%;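 note: 0% = vehicle wells with protein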
Target sequence (O75030 whole entry, looked up): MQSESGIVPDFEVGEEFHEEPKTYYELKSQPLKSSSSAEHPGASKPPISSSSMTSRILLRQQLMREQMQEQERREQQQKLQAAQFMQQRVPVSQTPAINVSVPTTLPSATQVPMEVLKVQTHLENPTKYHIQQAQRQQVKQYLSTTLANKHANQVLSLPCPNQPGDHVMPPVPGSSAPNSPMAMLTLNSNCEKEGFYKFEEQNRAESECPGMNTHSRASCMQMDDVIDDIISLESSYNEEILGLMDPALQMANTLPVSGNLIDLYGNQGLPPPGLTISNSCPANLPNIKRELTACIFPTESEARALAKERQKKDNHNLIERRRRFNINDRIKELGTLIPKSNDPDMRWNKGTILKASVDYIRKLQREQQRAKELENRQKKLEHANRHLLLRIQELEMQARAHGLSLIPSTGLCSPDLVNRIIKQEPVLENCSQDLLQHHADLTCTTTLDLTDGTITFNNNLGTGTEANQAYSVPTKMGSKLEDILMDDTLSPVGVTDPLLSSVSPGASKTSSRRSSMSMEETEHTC
Starred values were filed as active, the others as inactive.

item	SMILES	GPR151 ag	FBW7 activator
1	O=C(Nc1nccs1)c1cc(S(=O)(=O)N2CCOCC2)c(Cl)cc1Cl	1.1	-0.1
2	COc1ccc(-c2cc(C(F)(F)F)n3nc(C(=O)Nc4ccc(Cl)cc4Cl)nc3n2)cc1	-0.5	0.0
3	Cc1cc(C)c2c(CC(=O)NN3CCN(C)CC3)coc2c1	0.2	0.8
4	COc1ccc(/C=C(\C(=O)C(=O)O)c2ccc3ccccc3n2)cc1	-0.8	0.0
5	CN(c1ncccc1CNc1nc(Nc2ccc3c(c2)CC(=O)N3)ncc1C(F)(F)F)S(C)(=O)=O	-1.4	-0.2
6	COc1ccc(CCNC(=O)Cn2nc(-c3ccccc3F)ccc2=O)cc1OC	1.6	-0.1
7	COc1c(S(=O)(=O)NCc2ccc3c(c2)OCO3)ccc(Cl)c1Cl	-0.6	0.1
8	N=c1sccn1CC(=O)NC(=O)Nc1ccc2c(c1)OCCO2	-0.4	0.1
9	S=C(NCc1ccccc1)NNc1ccccc1	3.4	-0.1
10	O=S(=O)(Cc1ccc(Cl)cc1)NCc1ccncc1	0.1	0.8
11	O=C(O)CNCc1ccccc1	-1.6	-0.2
12	CN(Cc1ccc(OC2CCN(C(=O)CC3CCCC3)CC2)cc1)Cc1cnn(C)c1	1.7	-0.1
13	O=C(C(Cc1ccccc1)n1cccc1)N1CCCC1 (centres undefined)	3.2	-0.1
14	COc1cc(OC)cc(C(=O)N2CCN(Cc3cc(OC)ccc3OC)CC2)c1	-0.1	-0.1
15	O=C(CN1C(=O)C2(SCC(=O)N2c2ccc(F)cc2)c2ccccc21)NC1CCCC1 (centres undefined)	2.4	-0.4

item	TEAD-YAP block	MITF inh
1	9	3
2	-2	-5
3	0	15
4	22	18
5	77*	7
6	1	-2
7	-2	-10
8	-1	-7
9	9	4
10	16	5
11	1	-50
12	-7	-1
13	7	27
14	17	32
15	-6	4

Following part
item	SMILES	GPR151 ag	FBW7 activator
16	COc1ccccc1N1CCN(c2ncnc3c2c(-c2ccccc2)cn3-c2cccc(Cl)c2)CC1	-2.2	0.3
17	CCc1ccccc1NC(=O)c1ccc(NCc2ccc(F)cc2)c([N+](=O)[O-])c1	-1.0	-0.2
18	COc1ccc(N2CC(C(=O)OCCN(C3=NS(=O)(=O)c4ccccc43)c3ccccc3)CC2=O)cc1 (centres undefined)	2.5	0.0
19	Nc1ccc2nc(-c3ccncc3)[nH]c2c1	-1.7	0.0
20	Cc1ccc(NC(=O)CSc2nc3ccsc3c(=O)n2Cc2ccccc2F)cc1Cl	0.6	-0.1
21	Cc1c(C(=O)NC(C)C)c(-c2ccccc2)nn1-c1ccccc1	-1.1	0.1
22	COCCCNC(=O)c1c(-c2ccccc2)nc2cc(C)ccn12	-0.3	0.0
23	O=C(CNC(=O)c1cccs1)OCc1ccc(Br)cc1	0.0	0.0
24	Nc1ccc2c(c1)C(=O)N(CCCC(=O)O)C2=O	-1.3	0.1
25	CCOc1cc(C)c(C(C)C)cc1S(=O)(=O)N1CCOCC1	0.6	-0.2
26	O=C(Oc1cccc(-c2cnc3ccccc3n2)c1)c1cc(S(=O)(=O)N2CCOCC2)c(Cl)cc1Cl	0.6	0.1
27	CCOC(=O)c1cccc(NC(=O)CN2Cc3ccccc3C2=O)c1	1.0	-0.1
28	CCN(CC)CCCNC(=O)c1ccc2c(SCC(=O)O)c3c(nc2c1)CCC3	-0.4	-0.3
29	CCOC(=O)CN(C)C(=O)CCc1nnc(-c2ccc(C(C)=O)s2)o1	0.9	-0.1
30	CCC(C)Nc1nc2c(c(=O)[nH]c(=O)n2C)n1Cc1cccc(C)c1 (centres undefined)	-1.2	0.0

item	TEAD-YAP block	MITF inh
16	-4	8
17	12	-7
18	1	-7
19	-7	6
20	4	-3
21	-5	5
22	6	5
23	-2	-12
24	-8	11
25	-2	-5
26	4	1
27	6	4
28	0	0
29	1	2
30	-4	10

Molecules listed so far containing a CF3 group:
item	SMILES	GPR151 ag	FBW7 activator
2	COc1ccc(-c2cc(C(F)(F)F)n3nc(C(=O)Nc4ccc(Cl)cc4Cl)nc3n2)cc1	-0.5	0.0
5	CN(c1ncccc1CNc1nc(Nc2ccc3c(c2)CC(=O)N3)ncc1C(F)(F)F)S(C)(=O)=O	-1.4	-0.2

item	TEAD-YAP block	MITF inh
2	-2	-5
5	77*	7

Carrying on:
item	SMILES	GPR151 ag	FBW7 activator
31	O=C(NCCCO)C(=O)Nc1cccc(F)c1	0.9	0.1
32	Cc1ccccc1C(=O)Nc1ccnn1C1CCN(Cc2cnn(C(C)C)c2)CC1	0.1	-0.1
33	CC1=C(C#N)C(=O)NC(=O)/C1=C/c1ccc(-c2ccc(S(N)(=O)=O)cc2)o1	2.5	0.0
34	Cc1ccc(NC(=O)Nc2nnc(N3C(C)CCCC3C)s2)cc1C (centres undefined)	-1.0	0.1
35	COc1ccc2cc3cc(C(=O)Nc4ccc5c(c4)OCCO5)oc3nc2c1	0.0	0.1
36	CC(=O)c1ccc2c(c1)C1C=CCC1C(c1ccncc1)N2 (centres undefined)	0.6	-1.2
37	CN(Cc1ccccc1)C(=O)c1nc2ccccn2c1CNCCn1cccn1	-0.3	0.1
38	CC(C)C(=O)NNC(=O)CSc1nnnn1-c1ccc2c(c1)CCC2	-0.8	-0.1
39	COCCCNC(=O)c1ccc(C)c(Cl)c1	1.4	1.2
40	COc1ccc(OC)c(NC(=O)c2c(NCc3cccnc3)sc3c2CCC3)c1	-0.1	-0.1
41	COc1ccc(O)c(/C=N/NC(=O)CNc2cccc(C)c2)c1	-0.1	0.0
42	CCOC(=O)Cn1cc(/C=N/N2C(=O)C3C4C=CC(C4)C3C2=O)c2ccccc21 (centres undefined)	0.1	-0.2
43	Cn1nccc1C(=O)NCC1CCC2(CCN(Cc3cc(Cl)ccc3O)CC2)O1 (centres undefined)	-0.5	0.1
44	COC(=O)c1ccc(CN(c2cccc(Cl)c2)S(C)(=O)=O)cc1	-0.5	0.3
45	COCCCNC(=O)Cn1ncc2c3ccccc3n(Cc3ccc(Cl)cc3)c2c1=O	0.6	-0.2

item	TEAD-YAP block	MITF inh
31	-34	-5
32	-11	-3
33	12	4
34	1	2
35	-6	10
36	-32	8
37	3	-3
38	9	-19
39	-2	11
40	4	14
41	8	-2
42	-5	-4
43	8	9
44	1	4
45	1	-1

Following part
item	SMILES	GPR151 ag	FBW7 activator
46	Cc1cc(C)nc(-n2nc(C)c3c2NC2=C(C(=O)CCC2)C3c2ccc(C#N)cc2)n1 (centres undefined)	1.1	-0.3
47	CCOc1ccc(CC(=O)NCc2ccccc2)cc1OCC	-0.2	0.0
48	CCOC(=O)C(C(C)=O)C(c1ccccc1)C(c1ccccc1)[N+](=O)[O-] (centres undefined)	-1.3	-0.2
49	CC1CCc2c(sc(NC(=O)c3n[nH]c(=O)c4ccccc34)c2C(N)=O)C1 (centres undefined)	-0.2	-0.1
50	COc1ccc(-c2nc3n(n2)C(c2ccccc2)C(C(N)=O)=C(C)N3)cc1 (centres undefined)	-1.1	-0.1
51	Cc1ccc(N(C(C)C(=O)N(C)C)S(C)(=O)=O)cc1 (centres undefined)	-0.2	0.0
52	CCn1c(=O)n(-c2ccccc2C)c(=O)c2c3c(sc21)CN(C(C)=O)CC3	9.0*	-0.2
53	CN(C)CCNC(=O)c1ccc2c(=O)n(Cc3ccc4c(c3)OCO4)c(=S)[nH]c2c1	0.2	-0.1
54	Cc1cc(Br)cc2c1N(CCOc1ccccc1)C(=O)C2=O	0.2	0.4
55	C=CCn1c(C)cn2c3c(=O)n(Cc4cccc(Cl)c4)c(=O)n(C)c3nc12	0.3	-0.2
56	CN(c1ccccc1C(=O)Nc1cc(Cl)cc(Cl)c1)S(C)(=O)=O	-2.0	-0.1
57	Cc1c(C(=O)NCc2ccccc2F)oc2ccccc12	-0.7	0.2
58	CCOc1ccc(S(=O)(=O)Nc2cc(C)ccn2)c(C)c1C	1.2	0.0
59	Cc1cc(C)c2c(NCc3cccs3)n[nH]c2n1	-0.5	-0.1
60	Cc1ccc(NC(=O)CCCCC(=O)Nc2ccc(C)cc2C)c(C)c1	-0.6	0.0

item	TEAD-YAP block	MITF inh
46	4	-4
47	6	-9
48	2	-4
49	-6	-12
50	0	1
51	-3	4
52	-5	0
53	-5	-15
54	-11	13
55	6	0
56	1	-13
57	-12	-12
58	14	-5
59	-14	-13
60	-3	-13

Continuation.
item	SMILES	GPR151 ag	FBW7 activator
61	O=C(Oc1cccnc1)c1cncc(Br)c1	-0.2	0.1
62	Cn1ccc(C(=O)N/N=C/c2ccccc2O)n1	-0.6	-0.2
63	CN(Cc1ccccc1OCC(O)CN1CCc2ccccc2C1)C1CCOCC1 (centres undefined)	-0.7	0.1
64	COc1c(S(=O)(=O)Nc2ccc(-c3cn4cccnc4n3)cc2)ccc(Cl)c1Cl	0.4	0.0
65	Cc1cnc(Nc2nc3ccccc3n2C)nc1NCCN1CCOCC1	-0.2	0.0
66	Cc1noc(C)c1CCC(=O)N1CCCC(CNS(=O)(=O)c2cccs2)C1 (centres undefined)	0.2	0.3
67	COc1ccc(/C=C2\N=C(c3cc(OC)cc(OC)c3)OC2=O)cc1	-1.4	0.1
68	COc1ccc(C(=O)Nn2c(-c3cccc(Cl)c3)nc3ccccc3c2=O)cc1[N+](=O)[O-]	-0.8	-0.2
69	CCOC(=O)C1CCN(c2c(N3CCC(C(=O)OCC)CC3)c(=O)c2=O)CC1	0.0	0.1
70	COc1ccccc1NC(=O)CCC1CCCC1	-0.8	0.0
71	CC(NC(=O)CCn1c(=O)c2cccn2c2cccnc21)C12CC3CC(CC(C3)C1)C2 (centres undefined)	0.5	-0.3
72	OC(CN1CCOCC1)Cn1c2ccc(Br)cc2c2cc(Br)ccc21 (centres undefined)	0.2	-0.1
73	COc1ccccc1NC(=O)c1cnn(-c2ccc(F)cc2)c1C1CCNCC1	-0.1	-0.4
74	COc1ccc(-n2c(=O)oc3ccc(Cl)cc3c2=O)cc1	-5.3	0.0
75	CCC(=O)N1CCc2cc(S(=O)(=O)NCC3CCCO3)ccc21 (centres undefined)	0.0	0.9

item	TEAD-YAP block	MITF inh
61	3	13
62	-34	12
63	10	11
64	-2	0
65	3	11
66	6	2
67	6	15
68	12	-5
69	6	3
70	-6	0
71	3	5
72	-1	-8
73	-2	4
74	-23	-22
75	-8	9

(listing goes on)
item	SMILES	GPR151 ag	FBW7 activator
76	CCN(CC)S(=O)(=O)c1ccc(Cl)c(C(=O)Nc2ccccc2OC)c1	-0.1	0.1
77	CCOC(=O)C1(Cc2ccccc2)CCN(Cc2cnn(C)c2)CC1	-1.2	-0.1
78	COc1nc(N)c(C#N)c(-c2ccc(Cl)cc2Cl)c1C#N	0.0	0.5
79	Cc1ccccc1C1(CC(=O)N(C)Cc2cccc3ncccc23)CC(=O)N(C2CC2)C1=O (centres undefined)	1.2	0.0
80	O=C(NCCCO)/C(=C\c1ccc([N+](=O)[O-])cc1)NC(=O)c1ccccc1	1.1	0.1
81	COc1cccc(C(=O)N2c3c(OC)cccc3-c3c(ssc3=S)C2(C)C)c1	0.6	-0.4

item	TEAD-YAP block	MITF inh
76	2	17
77	-4	2
78	8	3
79	-11	-8
80	-5	19
81	4	-2

Structural class, those above containing fluorine
item	SMILES	GPR151 ag	FBW7 activator
2	COc1ccc(-c2cc(C(F)(F)F)n3nc(C(=O)Nc4ccc(Cl)cc4Cl)nc3n2)cc1	-0.5	0.0
5	CN(c1ncccc1CNc1nc(Nc2ccc3c(c2)CC(=O)N3)ncc1C(F)(F)F)S(C)(=O)=O	-1.4	-0.2
6	COc1ccc(CCNC(=O)Cn2nc(-c3ccccc3F)ccc2=O)cc1OC	1.6	-0.1
15	O=C(CN1C(=O)C2(SCC(=O)N2c2ccc(F)cc2)c2ccccc21)NC1CCCC1 (centres undefined)	2.4	-0.4
17	CCc1ccccc1NC(=O)c1ccc(NCc2ccc(F)cc2)c([N+](=O)[O-])c1	-1.0	-0.2
20	Cc1ccc(NC(=O)CSc2nc3ccsc3c(=O)n2Cc2ccccc2F)cc1Cl	0.6	-0.1
31	O=C(NCCCO)C(=O)Nc1cccc(F)c1	0.9	0.1
57	Cc1c(C(=O)NCc2ccccc2F)oc2ccccc12	-0.7	0.2
73	COc1ccccc1NC(=O)c1cnn(-c2ccc(F)cc2)c1C1CCNCC1	-0.1	-0.4

item	TEAD-YAP block	MITF inh
2	-2	-5
5	77*	7
6	1	-2
15	-6	4
17	12	-7
20	4	-3
31	-34	-5
57	-12	-12
73	-2	4
